CaV13 ICDI inh: Primary screen for inhibitors of IQ motif and Ca2+-dependent inactivation inhibitor domain binding in CACNA1D, Förster resonance energy transfer in living cells, …. HEK cells, CFP/YFP FRET ICDI-IQ, plate reader, 10 min; percent FRET-ratio fall versus neutral wells. 340,000 tested, 0.098% active. inhibition, % at 12.3 µM;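 active = mean replicate inhibition of at least 30% and at least 1% of replicates passing that level; inconclusive = only one of the two criteria is met; inactive = neither criterion is met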;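 note: 0% = median of the neutral control wells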
MC4R barr agon: human MC4R agonism via beta-arrestin; activation, % at 8.9 µM; P32245; 360,000 tested, 0.98% active; U2OS MC4R beta-arrestin complementation, luminescence; percent of melanotan II response, DMSO zero;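 active = activation above a per-plate cutoff, the mean activation of sample wells on that plate plus 3 SD, cut at about 8% in these data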
ABHD5 PLIN5 PPI: blocks binding of human ABHD5 to perilipin-5; AID 602281; Split G. princeps luciferase complementation, luminescence, 4 h; 360,000 tested, 0.78% active; Q00G26+Q8WTS1; inhibition, % at 4 µM;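 active = inhibition above the mean inhibition across every tested compound plus 3 SD, cut at about 22% in these data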;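 note: 0% = DMSO only wells and the 100% control is not disclosed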
ABCB6 inh 2: human ABCB6 transporter inhibition; Q9NP58; K562-ABCB6 porphyrin accumulation, flow cytometry, 1 h; hits give low values; fluorescence ratio to DMSO, % at 10 µM; 360,000 tested, 0.19% active; AID 602162;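 active = fluorescence ratio to DMSO below 75%, the collection mean minus 3 SD; inconclusive = too few cells collected in the well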;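 note: signal is porphyrin accumulated inside mitochondria; 100% equals median channel fluorescence of DMSO control wells; lower ratio means ABCB6 inhibition with less porphyrin fluorescence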
Exocytosis inh: lytic granule exocytosis inhibition | TALL-104 LAMP-1 surface exposure, flow cytometry; cells stimulated with thapsigargin and PMA | inhibition, % at 10 µM | 360,000 tested, 0.66% active;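 active = inhibition above about 55%, limit read from the data; inconclusive = no clear call, values can overlap the other calls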
N-glyco inh: N-linked glycosylation inhibition; D54 ERlucT glycosylation luciferase reporter, 24 h; percent of 100 nM tunicamycin response; reporter increase, % at 12.5 µM; 360,000 tested, 0.23% active; AID 588692;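 active = mean luciferase reporter signal, scaled so untreated is 0 and the glycosylation-blocking control 100, at or above a set limit in every replicate; inconclusive = mean reaches the limit but not every replicate does; inactive = mean below the limit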;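 note: luciferase carries N-glycosylation sites so blocking glycosylation raises the light; 0% = median of neutral control wells and 100% = median of 100 nM tunicamycin wells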
Cardio protect: protects H9c2 cardiomyocytes from peroxide injury; H2O2 injury protection, ATPLite, 2 h; protection from H2O2 cell death, % at 20 µM; 360,000 tested, 0.63% active; AID 588492;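 active = compounds giving at least 50% protection of heart cells from peroxide-induced death in the single-dose screen, raw or plate-pattern-corrected value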;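 note: 0% = DMSO wells with peroxide and 100% = DMSO wells without peroxide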
PDI inh: blocks human protein disulfide isomerase activity | P07237 | PDI insulin aggregation turbidity, A650, 90 min | inhibition, % at 10 µM | 350,000 tested, 0.052% active;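 active = mean inhibition across replicates of 30% or more, whatever share of single replicates reach that level; inconclusive = mean inhibition below 30% while every single replicate reaches 30%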;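 note: absorbance from insulin aggregation driven by PDI reduction with DTT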
Target sequence (P07237 whole entry, looked up): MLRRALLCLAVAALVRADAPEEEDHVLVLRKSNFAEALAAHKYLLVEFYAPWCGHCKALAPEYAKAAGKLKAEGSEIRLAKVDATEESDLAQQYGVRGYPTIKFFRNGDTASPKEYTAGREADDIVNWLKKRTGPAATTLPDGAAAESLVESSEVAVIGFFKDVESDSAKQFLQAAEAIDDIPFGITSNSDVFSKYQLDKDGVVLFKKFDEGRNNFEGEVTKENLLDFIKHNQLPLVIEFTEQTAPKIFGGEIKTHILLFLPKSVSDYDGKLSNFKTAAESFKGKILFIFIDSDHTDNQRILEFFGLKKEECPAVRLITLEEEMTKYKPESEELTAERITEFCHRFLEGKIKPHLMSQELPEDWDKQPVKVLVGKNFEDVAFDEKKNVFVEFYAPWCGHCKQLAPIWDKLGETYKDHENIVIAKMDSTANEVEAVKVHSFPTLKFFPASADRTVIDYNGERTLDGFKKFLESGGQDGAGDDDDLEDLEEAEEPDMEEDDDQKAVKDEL
MC4R antagonist: human MC4R antagonism in cAMP assay | P32245 | MC4R-expressing cells, MTII-stimulated cAMP, LANCE TR-FRET | inhibition, % at 6.5 µM | 360,000 tested, 0.48% active | AID 540295;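 active = inhibition above its plate's cutoff, the mean of tested wells on that plate plus 3 SD, cut at about 29% in these data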;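 note: 0% = Melanotan II alone and 100% = Melanotan II plus saturating MCL0020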
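Material – human MC4R-expressing U2OS cells · Repeats – no replicates · Detection – TR-FRET with Eu-cAMP and labeled anti-cAMP, 671 nm · Times – compound 30 min, challenge 1 h, detection 1 h · Compound – single nominal compound dose of 6.5 µM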
HTR2A ag: activates the mouse 5-HT2A serotonin receptor. AID 624169. 360,000 tested, 0.66% active. P35363. activation, % at 7.6 µM. CHO-K1 mHTR2A beta-arrestin complementation, luminescence; percent of 30 µM serotonin response;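 active = activation above a run cutoff, the mean activation of all tested compounds plus 3 SD, cut at about 14% in these data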;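 note: 0% = plate median of compound wells and 100% = 30 µM serotonin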
Target sequence (P35363 whole entry, looked up): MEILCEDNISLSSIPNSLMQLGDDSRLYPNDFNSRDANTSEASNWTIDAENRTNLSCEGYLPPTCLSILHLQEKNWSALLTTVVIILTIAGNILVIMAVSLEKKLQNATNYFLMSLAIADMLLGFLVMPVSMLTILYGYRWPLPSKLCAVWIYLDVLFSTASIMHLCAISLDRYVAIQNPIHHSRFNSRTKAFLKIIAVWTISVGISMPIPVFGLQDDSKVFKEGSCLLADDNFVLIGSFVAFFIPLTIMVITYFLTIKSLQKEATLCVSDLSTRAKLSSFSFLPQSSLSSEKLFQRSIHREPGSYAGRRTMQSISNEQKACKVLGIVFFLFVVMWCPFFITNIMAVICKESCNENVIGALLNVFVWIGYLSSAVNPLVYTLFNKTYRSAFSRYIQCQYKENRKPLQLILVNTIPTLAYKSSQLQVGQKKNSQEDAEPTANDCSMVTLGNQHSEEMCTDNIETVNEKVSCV
* hit, by the source's call; u = inconclusive; x = not tested or not shown.

SMILES	CaV13 ICDI inh	MC4R barr agon	ABHD5 PLIN5 PPI	ABCB6 inh 2	Exocytosis inh	N-glyco inh	Cardio protect	PDI inh	MC4R antagonist	HTR2A ag
O=C(c1cc(-c2cccc(Cl)c2)nc2ccccc12)N1CCN(c2ccccn2)CC1	-4.9	-2.2	1.9	103.0	1.4	-0.9	4.9	9.3	-5.8	-4.5
CC(=O)NC1=NN(C(C)=O)C2(S1)C(=O)N(C(C)=O)c1ccc(C)cc12 (configuration not stated)	0.3	-1.8	-5.5	93.0	-2.3	-0.4	3.3	-0.7	9.2	2.4
O=C(Oc1ccc(-c2nnco2)cc1)c1ccc(F)c(S(=O)(=O)N2CCOCC2)c1	-5.6	-2.8	-2.7	89.0	3.2	-1.2	38.8	0.9	16.3	-3.3
Cc1ccc(NCCC(=O)c2cccs2)cc1	-1.2	-1.4	2.4	103.0	-1.0	-3.0	-8.8	-1.9	-9.7	3.5
Cc1ccc(-c2nnn(CC(=O)N(CCO)C(C(=O)NC3CCCCC3)c3ccncc3)n2)o1 (configuration not stated)	-3.6	-0.1	-0.1	96.0	1.1	0.9	-1.5	10.7	1.0	5.7
C=CCn1c(Cc2cccs2)nnc1SCC(=O)NC1CC1	-6.1	-3.7	1.8	101.0	-12.5	1.6	1.5	-15.9	2.8	2.0
Cc1ccc(CNC(=O)C2CC(c3ccccc3F)=NO2)cc1 (configuration not stated)	-11.5	-1.6	-2.3	93.0	14.0	6.9	12.1	6.6	-14.0	-2.3
Cc1cccc(C)c1NC(=O)C1CSC2(C)CCC(=O)N12 (configuration not stated)	-4.2	-0.7	-4.0	97.0	-13.5	2.2	0.6	-3.0	13.3	6.8
Cc1cccc(C)c1NC(=O)CCCSc1nnc(-c2ccco2)o1	-5.3	0.5	1.2	106.0	-7.1	2.2	8.4	1.5	19.6	0.7
NS(=O)(=O)c1ccc(CCNC(=O)c2cc([N+](=O)[O-])ccc2N2CCCCC2)cc1	-3.0	-2.3	-4.2	93.0	6.7	1.7	7.3	4.0	18.3	-10.4
CCc1ccccc1NC(=O)CNC(=O)c1cc(C2CC2)nn1-c1ccccc1	-6.3	-0.6	-0.9	93.0	-2.1	-0.9	-2.1	-5.9	2.6	-5.4
Cc1ccc(OCC(=O)N2N=C(c3ccncc3)CC2(O)C(F)(F)F)cc1C (configuration not stated)	-5.1	2.5	11.6	91.0	4.4	3.8	-4.2	-0.5	2.3	-4.1
Cn1sc2ccccc2c1=O	-4.9	-1.1	8.8	99.0	19.3	1.9	-28.8	3.6	-5.1	-2.4
COc1cccc(NC(=O)Nc2ccc3c(c2)nnn3C)c1	-0.2	0.4	-10.3	95.0	-3.7	-0.6	-17.0	3.3	1.6	-3.3
O=C(N/N=C1/CCS(=O)(=O)c2ccc(F)cc21)c1ccccn1	-4.2	-1.2	-1.6	98.0	-0.7	2.8	1.9	5.0	7.8	0.8
Cn1cc(CN2CCC(CO)CC2)c(-c2ccc(Oc3ccccc3)cc2)n1	13.4	0.8	-1.0	101.0	-1.4	-3.6	-1.5	5.4	24.8	-7.6
CCOC(=O)C1CCN(C(C(=O)NC2CCCCC2)c2ccc(OC)cc2)CC1 (configuration not stated)	-4.7	-0.4	-0.2	105.0	1.4	2.0	1.7	-3.8	1.6	-5.4
CC(O)CN(CCC(N)=O)CCC(N)=O (configuration not stated)	-4.2	-0.6	6.9	96.0	4.0	0.7	0.7	-2.3	7.9	5.0
COc1ccc(Nc2ccc([N+](=O)[O-])cc2[N+](=O)[O-])cc1	-0.4	0.1	-9.1	99.0	1.1	-1.6	-2.0	-3.8	-3.8	3.2
O=C1CC(N2CCCc3ccccc32)C(=O)N1c1ccccc1 (configuration not stated)	x	0.6	1.3	98.0	0.1	0.3	0.2	-6.7	17.6	-0.4

Part of the list above, reduced to HTR2A ag.
Molecule | HTR2A ag
CCOC(=O)C1CCN(C(C(=O)NC2CCCCC2)c2ccc(OC)cc2)CC1 (configuration not stated) | -5.4
CC(O)CN(CCC(N)=O)CCC(N)=O (configuration not stated) | 5.0

Remaining list, next part.
SMILES	CaV13 ICDI inh	MC4R barr agon	ABHD5 PLIN5 PPI	ABCB6 inh 2	Exocytosis inh	N-glyco inh	Cardio protect	PDI inh	MC4R antagonist	HTR2A ag
CCn1c(SCc2nc(N)nc(N3CCCCC3)n2)nc2c1c(=O)n(C)c(=O)n2C	-8.8	0.2	0.3	90.0	-5.7	3.1	-2.3	-3.9	-3.4	0.2
CCOC(=O)c1cnc(-c2ccccc2)nc1N1CC(C)OC(C)C1 (configuration not stated)	-1.6	-0.7	0.3	97.0	4.2	1.6	-2.9	-11.1	1.7	6.9
Cc1cc(C)n2nc(SCC#N)nc2n1	-2.2	-1.8	-1.1	97.0	-2.7	-3.4	-8.6	x	0.2	1.5
CCn1nnnc1SCC(=O)NCc1cccs1	-0.3	-0.8	-1.0	95.0	-1.8	2.9	0.0	-10.4	-0.9	3.3
CC(Sc1ccccc1)C(=O)N/N=C/c1cccnc1 (configuration not stated)	-1.1	0.2	-0.1	101.0	-2.7	1.5	-1.0	6.6	5.3	0.1
Cc1ccc(C(NC(=O)c2ccccc2S(C)(=O)=O)c2ccccc2)cc1 (configuration not stated)	-3.1	-1.3	1.5	98.0	11.0	-0.2	-2.1	6.1	-4.0	3.4
COc1cc(CN2CCN(C(=O)CC(C)C)CC2)c([N+](=O)[O-])cc1OC	-2.3	-1.3	-2.8	100.0	6.2	1.6	-2.6	5.8	-0.2	-2.2
O=C(Nc1ccc(N2CCOCC2)cc1)c1cn2ccccc2n1	-6.0	-0.4	1.1	104.0	-1.2	-13.4	-37.7	3.4	-1.5	-1.3
CC(/C=C/C=C/c1ccccc1)=N/NC(=O)C(O)c1ccccc1 (configuration not stated)	-5.4	0.8	-6.2	96.0	-0.2	-0.9	1.8	-2.7	-7.7	4.4
CCC(C)(C)NC(=O)C(c1cccnc1)N(CCOC)C(=O)Cn1nnc2ccccc21 (configuration not stated)	x	-0.6	-4.3	117.0	3.4	0.7	2.9	4.7	-2.3	-11.2
O=C(Nc1nnc(C2CC2)s1)c1ccc(Cl)nc1	-5.9	-1.1	-3.1	97.0	-1.7	-3.1	-4.0	0.1	12.9	10.6
O=C(O)c1ccccc1N/N=C/C1=C(N2CCOCC2)C(=C\c2ccccc2)/CC1	-5.4	-2.0	12.2	107.0	4.1	-0.6	-4.3	1.4	7.7	7.0
O=S1(=O)CCC(S(=O)(=O)N2CCCCCC2)C1 (configuration not stated)	-4.5	0.1	-5.6	99.0	1.1	1.7	8.5	0.7	1.4	-2.6
CN1CCN(CCC2Oc3cc([N+](=O)[O-])ccc3NC2=O)CC1 (configuration not stated)	-5.8	-2.3	-0.5	87.0	0.7	-0.3	3.6	7.0	8.2	-6.4
COc1cccc(C(NC(C)=O)c2nc(-c3cccc(NC(C)=O)c3)cs2)c1 (configuration not stated)	-6.0	0.4	5.8	102.0	-0.7	0.5	2.9	-10.4	0.3	3.8
O=C(CSc1nnc(Cn2c(=O)sc3ccccc32)n1-c1ccccc1)N1CCCCCC1	-1.2	-0.4	-6.6	99.0	0.0	-1.4	14.2	x	2.9	-0.8
Cc1csc(SCC(=O)N(C)CC(=O)Nc2ccccc2Cl)n1	x	-2.1	-2.9	95.0	-3.7	1.7	1.1	1.6	11.8	-0.8
COCCN=C1N[C@@H](c2cccc(C(F)(F)F)c2)C(C(=O)OC)=C(C)N1Cc1ccccc1	-3.3	-0.5	3.8	86.0	-5.1	-2.5	-0.2	2.0	-3.9	-7.1
CN1CCN(C(=O)CN(c2cc(C(F)(F)F)ccc2Cl)S(C)(=O)=O)CC1	x	0.5	4.5	u	7.4	0.5	-2.5	6.7	8.7	-1.1
CCOc1ccc(NS(=O)(=O)c2ccc(NC(=O)C3CC3)cc2)cc1	x	1.1	-3.1	96.0	-6.1	-1.7	-13.0	5.8	10.2	5.0
Cc1ccc(S(=O)(=O)N(C)c2ccc(OCC(=O)Nc3nc(-c4ccccc4)cs3)cc2)cc1	-4.9	-1.6	0.5	85.0	-1.9	-3.9	-6.7	4.3	1.2	-2.0
O=Cc1ccccc1OCCOc1ccccc1C=O	-7.6	-1.5	4.5	100.0	5.6	13.7	2.7	2.8	-20.2	-6.4
O=C(C1CCC(=O)N(C2CCCC2)C1)N1CCN(c2ccccc2Cl)CC1 (configuration not stated)	-7.0	0.0	10.0	97.0	u	1.5	0.4	-11.8	0.8	-6.3
Cc1ccc(-n2c(C)cc(C(=O)COC(=O)c3c(C)noc3C)c2C)cc1	-3.8	-1.1	1.1	95.0	3.1	-5.1	-20.1	-6.3	0.2	-0.2
N#Cc1nnn2c1nc(N)c1c(Cl)cccc12	-10.2	x	4.6	96.0	-4.4	-0.3	-2.7	x	x	-1.4
CC(=O)N/C(=C\c1ccccc1)C(=O)OC(C)C(=O)NCc1ccccc1 (configuration not stated)	-6.0	-1.7	-4.0	101.0	-12.1	2.4	2.3	-3.4	6.0	-0.5
Cc1c(Cl)cccc1NC(=O)C1CC(=O)N(C2CCCC2)C1 (configuration not stated)	-6.6	-0.5	4.7	95.0	-4.2	-0.8	0.4	-5.9	8.3	5.5
CCN(CC)CCCNC(=O)c1cn(CC)c2ccc(S(=O)(=O)N3CCc4ccccc4C3)cc2c1=O	4.6	-3.4	1.2	93.0	0.0	-0.6	0.9	5.3	1.8	-11.1
COc1cc(/C=N/Nc2nc(Nc3ccccc3)nc(N3CCCCC3)n2)ccc1OCC(=O)O	-5.3	-2.1	-3.7	104.0	8.6	1.7	-11.2	8.1	4.4	-4.5
Cc1nc(C(=O)NNC(=O)c2ccc(Cl)cc2)c(C(F)(F)F)o1	-3.9	-0.6	0.9	97.0	-11.4	0.8	8.2	-3.1	0.5	-4.8
Cc1ccc(NC(=O)CCCNC(=O)c2ccc(Cl)cc2)nc1	-10.9	-2.9	2.6	97.0	-1.6	1.1	-0.5	7.2	8.6	5.8
O=C(CN(c1ccccc1)S(=O)(=O)c1ccc(F)cc1)NC1CCS(=O)(=O)C1 (configuration not stated)	-1.8	0.0	1.9	99.0	1.1	0.8	-5.1	4.4	9.7	0.7
O=C(N/N=C\c1cc2c(cc1Cl)OCO2)c1cccnc1	-5.8	-0.4	0.2	96.0	-0.3	-0.5	2.9	-26.5	-10.9	-4.4
COc1ccc(CNCCCSc2ncccn2)cc1OC	-3.8	0.3	-2.7	101.0	-2.4	0.1	2.3	0.3	17.9	-2.3
COc1ccc(NC(=O)OCCn2c([N+](=O)[O-])cnc2C)cc1	-2.5	-0.5	-5.5	100.0	0.2	-2.6	2.8	-3.4	-2.6	-2.9
CN(Cc1ccccc1)C(=O)[C@@H]1CCCN1S(=O)(=O)c1ccc(Cl)cc1	-1.9	0.1	-0.8	98.0	16.2	-0.5	1.1	3.9	11.2	-1.8
